Assay outcomes as filed in PubChem.
N370S GC: inhibitors or activators of N370S glucocerebrosidase for Gaucher disease. AID 2101. actives 0.092% (n = 330,000). Potency, µM (highest dose often 59.4 µM), without a hit: top-dose activity change, negative = inhibition, most hits filed as inhibitors. N370S GC spleen homogenate, 4MU-glucoside fluorescence;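 also: 0% = full enzyme activity and -100% = no enzyme basal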
FEN1 inh: inhibitors of human flap endonuclease 1; Recombinant FEN1 flap cleavage, fluorescence, 15 min; Potency, µM (top dose mostly 114 µM), for the others: at the highest dose activity change, negative = inhibition, most hits filed as inhibitors; actives 0.35% (n = 390,000); AID 588795; also: nearly all actives have a fitted effect of over 65% in size
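In this screen, 50 nM flap DNA substrate was added to 10 nM FEN1 pretreated with compound for 15 min at room temperature; cleavage was followed with reads at 0 and 15 min, and Hill fitting gave concentration–response parameters.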
KAT2A inh: inhibitors of human GCN5L2 histone acetyltransferase. AID 504327. Potency, µM (top dose mostly 58.9 µM), for inactives: at the top dose activity change, negative = inhibition, actives largely listed as inhibitors. actives 0.21% (n = 390,000). Q92830. GCN5L2 HAT assay, ThioGlo1 CoA-SH fluorescence
Target sequence (Q92830 whole entry, looked up): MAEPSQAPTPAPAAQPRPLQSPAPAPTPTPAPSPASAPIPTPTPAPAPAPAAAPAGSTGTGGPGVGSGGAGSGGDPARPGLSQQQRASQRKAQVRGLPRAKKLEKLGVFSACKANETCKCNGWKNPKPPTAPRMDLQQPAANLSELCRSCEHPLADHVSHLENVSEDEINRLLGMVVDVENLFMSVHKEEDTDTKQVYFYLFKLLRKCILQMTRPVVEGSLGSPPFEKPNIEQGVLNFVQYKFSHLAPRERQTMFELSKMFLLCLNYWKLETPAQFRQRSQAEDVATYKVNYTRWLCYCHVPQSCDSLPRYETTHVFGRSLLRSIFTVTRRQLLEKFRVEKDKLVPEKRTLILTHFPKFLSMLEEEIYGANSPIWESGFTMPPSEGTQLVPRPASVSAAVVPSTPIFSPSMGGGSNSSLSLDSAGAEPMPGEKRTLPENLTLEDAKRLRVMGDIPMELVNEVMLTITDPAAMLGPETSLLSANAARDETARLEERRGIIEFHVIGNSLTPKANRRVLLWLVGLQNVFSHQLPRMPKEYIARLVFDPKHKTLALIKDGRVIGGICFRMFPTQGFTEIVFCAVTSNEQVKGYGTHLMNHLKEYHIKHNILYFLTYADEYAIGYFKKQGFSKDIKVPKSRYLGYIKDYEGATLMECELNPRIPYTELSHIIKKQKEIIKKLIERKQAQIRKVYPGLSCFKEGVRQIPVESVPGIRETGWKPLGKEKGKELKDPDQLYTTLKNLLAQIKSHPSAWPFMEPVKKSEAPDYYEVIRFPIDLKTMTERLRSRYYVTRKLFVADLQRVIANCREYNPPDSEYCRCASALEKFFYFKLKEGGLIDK
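ThioGlo1-coupled HAT assay: 20nM GCN5L2, 70uM acetyl-CoA, 75uM H3(1-25) peptide, pH 7.5. Fluorescence read at 340/540nm at start and after 20 min at room temperature.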
Starred values were filed as active, the others as inactive; [ ] = another dose, or the depositor's remark. Calls follow the shape of the dose curve; as a rule, active = well fitted curve in the direction sought with a large enough effect; inconclusive = small, poorly fitted or top-dose-only effect, or another doubt; inactive = no such curve, though single readings can be large; an effect the other way counts as inactive or inconclusive. Unless noted, % is scaled to controls: 0 for no effect and ±100 for the full control effect; potency is read from the fitted curve at half-maximal effect.

How did CC12CC3CC(C1)CC(C(=O)NNC(=O)c1ccncc1)(C3)C2 do in these assays?
FEN1 inh: 3%; KAT2A inh: -4%

How did Cc1ccc(NC(=O)Cn2cnc3c(oc4nc5c(cc43)COC(C)(C)C5)c2=O)cc1 do in these assays?
FEN1 inh: 21%; KAT2A inh: -2%

How did O=C(/C=C/c1ccccc1Cl)NC1CCS(=O)(=O)C1 (stereo not drawn) do in these assays?
N370S GC: -16%; FEN1 inh: -2%; KAT2A inh: 33%[activator]

How did Cc1cc(Cl)ccc1OCC(=O)NNC(=O)C1CSC2(C)CCC(=O)N12 (stereo not drawn) do in these assays?
N370S GC: 0%; FEN1 inh: 12%; KAT2A inh: 2%

How did O=C(Cn1nnc2c(sc3nc4c(c(-c5ccccc5)c32)CCC4)c1=O)c1ccccc1 do in these assays?
N370S GC: 8%; FEN1 inh: 10%

What do the screens show for `CCN(CC(=O)Nc1c(F)cccc1F)C(=O)C1CCN(C(=O)c2ccc(Cl)cc2)CC1`?
N370S GC: -6%; FEN1 inh: 6%; KAT2A inh: -9%

How did CCCn1c(N)c(C(=O)CSc2nc(C3CC3)n(-c3ccccc3)n2)c(=O)[nH]c1=O do in these assays?
FEN1 inh: 8%; KAT2A inh: -5%

Results for Cc1ccc(CN2CC(C(=O)N3CCN(S(=O)(=O)c4ccc(C)cc4C)CC3)CC2=O)cc1 (stereo not drawn) ?
FEN1 inh: -3%; KAT2A inh: -4%

What do the screens show for `CCOC(=O)C1CCN(C(c2ccc(OCC)cc2)c2c(O)cc(C)n(CCOC)c2=O)CC1` (stereo not drawn)?
FEN1 inh: 14%; KAT2A inh: -3%

Results for NC(=O)c1c(NC(=O)Cc2ccccc2)sc2c1CCN(Cc1ccccc1)C2 ?
N370S GC: -5%; FEN1 inh: -2%; KAT2A inh: inconclusive

What do the screens show for `CCCC(=O)NC(=S)Nc1ccccc1N1CCOCC1`?
N370S GC: 3%; FEN1 inh: 1%; KAT2A inh: -6%

Results for Cc1cccc2c1NC(C)CC2C (stereo not drawn) ?
N370S GC: -3%; FEN1 inh: -1%; KAT2A inh: 1%

How did c1cc(CNc2ccc(N3CCOCC3)cc2)ccn1 do in these assays?
N370S GC: 12%; FEN1 inh: -4%; KAT2A inh: -4%[0.501 µM]

Results for CCN(CC)c1ccc(/C=N/NC(=O)c2ccc3c(c2)OCCO3)cc1 ?
N370S GC: 12%; FEN1 inh: -8%; KAT2A inh: -27%

Results for CSc1ccccc1NC(=O)C1CCN(S(C)(=O)=O)CC1 ?
N370S GC: -12%; FEN1 inh: -11%; KAT2A inh: -3%

How did CC(OC(=O)c1nsc(Cl)c1Cl)C(=O)NCCc1ccccc1 (stereo not drawn) do in these assays?
N370S GC: 1%; FEN1 inh: -6%; KAT2A inh: -2%

How did CC(CC(C)C(=O)Nc1ccccc1C(C)(C)C)C(=O)O (stereo not drawn) do in these assays?
N370S GC: 6%; FEN1 inh: -1%; KAT2A inh: -1%

How did COc1cc2c3c(c1OC)C1(C=CC(=O)C=C1)CC3N(C(=O)c1ccccc1)CC2 (stereo not drawn) do in these assays?
N370S GC: -7%; FEN1 inh: -3%; KAT2A inh: 0%

How did Cc1ccnc(N2C(=O)C3C4CC(C(Br)C4Br)C3C2=O)c1 (stereo not drawn) do in these assays?
N370S GC: -5%; FEN1 inh: 2%; KAT2A inh: -3%

What do the screens show for `Cc1cccc(CNc2ccnc(-c3cccnc3)n2)c1`?
N370S GC: 4%; KAT2A inh: -4%

Results for COc1ccc(C2C(C(=O)O)CC(=O)N2c2ccc(OC)cc2)cc1 (stereo not drawn) ?
N370S GC: 1%; FEN1 inh: 2%; KAT2A inh: 12%

How did CN(C(=O)COc1ccc(Cl)cc1)c1nnc(C23CC4CC(CC(C4)C2)C3)s1 do in these assays?
N370S GC: -4%; KAT2A inh: -6%

What do the screens show for `CCCCCCCC(=O)NNC(=O)c1c(O)c2ccccc2n(CCC)c1=O`?
N370S GC: 3%; FEN1 inh: -18%; KAT2A inh: -6%

Results for O=C(N/N=C/c1ccc(N2CCCCC2)o1)c1ccccc1 ?
N370S GC: 20%; FEN1 inh: 3%; KAT2A inh: -5%

How did CCn1nnnc1NC(=O)c1ccc2ccccc2c1 do in these assays?
N370S GC: -16%; FEN1 inh: 1%; KAT2A inh: 2%

What do the screens show for `O=C(COC(=O)c1ccc(N2CCCC2=O)cc1)c1ccccc1`?
N370S GC: -4%; FEN1 inh: 3%; KAT2A inh: 0%

What do the screens show for `O=C(CN1CCN(c2nc(-c3ccccc3)cs2)CC1)Nc1ccc2c(c1)OCO2`?
N370S GC: -6%; FEN1 inh: -13%; KAT2A inh: -21%

How did COc1ccc(NC(=O)c2oc3ccccc3c2NC(=O)C2CCCCC2)c(OC)c1 do in these assays?
FEN1 inh: -9%; KAT2A inh: 0%

How did CCCCNC(=O)C(C#N)c1nc2ccccc2nc1N1CCCC1 (stereo not drawn) do in these assays?
N370S GC: -1%; KAT2A inh: 1%

Results for COc1ccc2c(=O)c(CC(=O)O)coc2c1 ?
N370S GC: -6%; KAT2A inh: -1%

Results for COC(=O)CC(=O)CSc1nc2cc(C(=O)NCC(C)C)ccc2c(=O)n1CCc1ccccc1 ?
FEN1 inh: 21%; KAT2A inh: -3%

What do the screens show for `CCCn1c2ccccc2c2cnn(CC(=O)NCc3cc(OC)ccc3OC)c(=O)c21`?
FEN1 inh: -11%; KAT2A inh: 0%

What do the screens show for `CC(=O)Nc1cccc(C(=O)Nc2nc(C)cs2)c1`?
N370S GC: -7%; FEN1 inh: -3%; KAT2A inh: -14%

Results for CCC(=O)N(C)CCc1cc2c(c(OC)c1/C=N/NC(=O)c1ccc(Br)cc1)OCO2 ?
N370S GC: 3%; FEN1 inh: -4%; KAT2A inh: -7%

Results for COc1ccc2cc3cc(C(=O)NCCN4CCc5ccccc5C4)sc3nc2c1 ?
N370S GC: 9%; FEN1 inh: -12%; KAT2A inh: -3%

What do the screens show for `O=C(NC(C(=O)N/N=C/c1ccccn1)c1n[nH]c(=O)c2ccccc12)c1ccccc1` (stereo not drawn)?
N370S GC: 25%; FEN1 inh: 8%; KAT2A inh: -6%

What do the screens show for `O=C(c1ccc(NS(=O)(=O)c2ccc(Cl)cc2)cc1)N1CCOCC1`?
N370S GC: -9%; FEN1 inh: -4%; KAT2A inh: -3%

How did COc1ccc(NC(=O)CCC(=O)Nc2nnc(C(C)C)s2)cc1Cl do in these assays?
N370S GC: -6%; FEN1 inh: 19%; KAT2A inh: -5%

Results for C=CC[C@@H](CC(=O)N[C@H](CO)Cc1ccccc1)C(=O)NCCOC(=O)[C@@H](CC=C)CC(=O)OC(C)(C)C ?
FEN1 inh: -4%; KAT2A inh: -1%

How did COc1ccc(-n2c(Cc3ccccc3)nnc2SCc2nc(-c3ccccc3C)no2)cc1 do in these assays?
FEN1 inh: -17%; KAT2A inh: -10%

What do the screens show for `Cc1ccc(CN(CC(=O)N/N=C/c2ccco2)S(=O)(=O)c2ccc(C)cc2)cc1`?
N370S GC: inconclusive; FEN1 inh: -9%; KAT2A inh: -6%

Results for Cc1cc(NC(=O)c2ccccc2F)ncc1NC(=O)c1cccs1 ?
N370S GC: -1%; FEN1 inh: 6%; KAT2A inh: -1%

What do the screens show for `CC(=O)Nc1ccc(Oc2ccc(NC(C)=O)c(NC(C)=O)c2)cc1`?
N370S GC: 15%; FEN1 inh: 21%; KAT2A inh: -2%

What do the screens show for `CCCn1nc(CC(=O)O)c2ccccc2c1=O`?
N370S GC: 5%; FEN1 inh: -2%; KAT2A inh: -5%

What do the screens show for `Cn1c(C(=O)N2CCC(C(=O)NCCc3ccccc3)CC2)cc2sccc21`?
FEN1 inh: 17%; KAT2A inh: -1%

Results for COc1ccc(Oc2nc(-c3ccccc3)ncc2S(=O)(=O)c2ccccc2)cc1 ?
N370S GC: 9%; FEN1 inh: 2%; KAT2A inh: 7%

What do the screens show for `COc1cc(-c2nc3ccc4ccccc4c3c3c2CCC3)ccc1O`?
N370S GC: 3%; FEN1 inh: -1%; KAT2A inh: -11%

What do the screens show for `CCOC(=O)N1CCC(NCCNC(=O)c2cccs2)CC1`?
N370S GC: 6%; FEN1 inh: 12%; KAT2A inh: -21%

Results for CCCC1C(=O)N(Cc2ccccc2)C(=O)CC1C (stereo not drawn) ?
N370S GC: 5%; FEN1 inh: 3%; KAT2A inh: -6%

Results for CCCCOC(=O)c1ccc(NC(=S)NC(=O)c2c(Br)c(C)nn2C)cc1 ?
N370S GC: 14%; FEN1 inh: 6%; KAT2A inh: -1%

Results for CCCN(CCC)CC(O)Cn1cc(/C=C/C(=O)c2ccc(Br)cc2)c2ccccc21 (stereo not drawn) ?
FEN1 inh: 4%; KAT2A inh: 0%

What do the screens show for `CCOc1ccc(N(CC(=O)NCc2ccco2)S(=O)(=O)c2ccc(OC)c(OC)c2)cc1`?
N370S GC: -4%; FEN1 inh: -10%; KAT2A inh: -26%

How did CC1OC2C(OC1C)N(S(C)(=O)=O)CCN2S(C)(=O)=O (stereo not drawn) do in these assays?
N370S GC: 13%; FEN1 inh: 1%; KAT2A inh: 1%

Results for COc1cccc(NC(=O)NCc2ccccn2)c1 ?
N370S GC: 2%; FEN1 inh: -14%; KAT2A inh: -1%

How did CC[C@]12c3[nH]c4ccc(OC)cc4c3CCN1C(=O)C(CC(=O)NCc1cccc(C(F)(F)F)c1)C[C@@H]2C(=O)N1CCN(C(=O)c2ccco2)CC1 (stereo partly drawn) do in these assays?
FEN1 inh: 10%; KAT2A inh: 0%

Results for Cc1cc(C)nc(NS(=O)(=O)c2ccc(NC(=O)c3nc(SC(C)C)ncc3Cl)cc2)n1 ?
FEN1 inh: -9%; KAT2A inh: -1%

Results for O=C(O)C1CC(=O)N(c2ccc(OCc3ccc(Cl)cc3Cl)cc2)C1 (stereo not drawn) ?
N370S GC: 13%; FEN1 inh: 1%; KAT2A inh: -8%

How did O=S(=O)(c1ccc(F)cc1)c1snnc1-c1ccccc1 do in these assays?
N370S GC: -6%; FEN1 inh: -18%; KAT2A inh: -8%

What do the screens show for `Cc1ccc(OCCOCCn2cnc3ccccc3c2=O)cc1C`?
N370S GC: 3%; KAT2A inh: -3%

What do the screens show for `Cc1cccc(NS(=O)(=O)c2ccc3[nH]c(=O)cc(C(=O)O)c3c2)c1`?
N370S GC: 5%; FEN1 inh: -7%; KAT2A inh: -23%

Of the compounds above, 2 have a tert-butyl group:
How did CC(CC(C)C(=O)Nc1ccccc1C(C)(C)C)C(=O)O (stereo not drawn) do in these assays?
N370S GC: 6%; FEN1 inh: -1%; KAT2A inh: -1%

Results for C=CC[C@@H](CC(=O)N[C@H](CO)Cc1ccccc1)C(=O)NCCOC(=O)[C@@H](CC=C)CC(=O)OC(C)(C)C ?
FEN1 inh: -4%; KAT2A inh: -1%

Next part
What do the screens show for `CCn1cc(C2=NC(CC(C)C)CO2)c2ccccc21` (stereo not drawn)?
N370S GC: -6%; FEN1 inh: 3%; KAT2A inh: -5%

Results for CCOC(=O)N1CCN(C(=O)C2CCN(S(=O)(=O)c3cc(OC)ccc3OC)CC2)CC1 ?
N370S GC: 2%; FEN1 inh: 1%; KAT2A inh: 0%

How did CC(C)C[C@H](NC(=O)N1CC(=O)Nc2ccccc21)C(=O)N1CCC(C(=O)O)CC1 do in these assays?
N370S GC: -2%; FEN1 inh: -7%; KAT2A inh: 2%

Results for CC(C)CC(=O)NC(=S)Nc1ccc(F)cc1F ?
N370S GC: 8%; FEN1 inh: 6%; KAT2A inh: -1%

Among those listed so far, these have a Cl atom:
How did O=C(/C=C/c1ccccc1Cl)NC1CCS(=O)(=O)C1 (stereo not drawn) do in these assays?
N370S GC: -16%; FEN1 inh: -2%; KAT2A inh: 33%[activator]

How did Cc1cc(Cl)ccc1OCC(=O)NNC(=O)C1CSC2(C)CCC(=O)N12 (stereo not drawn) do in these assays?
N370S GC: 0%; FEN1 inh: 12%; KAT2A inh: 2%

What do the screens show for `CCN(CC(=O)Nc1c(F)cccc1F)C(=O)C1CCN(C(=O)c2ccc(Cl)cc2)CC1`?
N370S GC: -6%; FEN1 inh: 6%; KAT2A inh: -9%

How did CC(OC(=O)c1nsc(Cl)c1Cl)C(=O)NCCc1ccccc1 (stereo not drawn) do in these assays?
N370S GC: 1%; FEN1 inh: -6%; KAT2A inh: -2%

How did CN(C(=O)COc1ccc(Cl)cc1)c1nnc(C23CC4CC(CC(C4)C2)C3)s1 do in these assays?
N370S GC: -4%; KAT2A inh: -6%

What do the screens show for `O=C(c1ccc(NS(=O)(=O)c2ccc(Cl)cc2)cc1)N1CCOCC1`?
N370S GC: -9%; FEN1 inh: -4%; KAT2A inh: -3%

How did COc1ccc(NC(=O)CCC(=O)Nc2nnc(C(C)C)s2)cc1Cl do in these assays?
N370S GC: -6%; FEN1 inh: 19%; KAT2A inh: -5%

Results for Cc1cc(C)nc(NS(=O)(=O)c2ccc(NC(=O)c3nc(SC(C)C)ncc3Cl)cc2)n1 ?
FEN1 inh: -9%; KAT2A inh: -1%

Results for O=C(O)C1CC(=O)N(c2ccc(OCc3ccc(Cl)cc3Cl)cc2)C1 (stereo not drawn) ?
N370S GC: 13%; FEN1 inh: 1%; KAT2A inh: -8%
